# Bioassay records deposited in PubChem BioAssay by The Scripps Research Institute Molecular Screening Center.
# OX1R antag-1: OX1R (human) antagonism | O43613 | OX1R-expressing cells, FRET antagonist read-out | inhibition, % at 6.6 µM | 1.8% of 330,000 active | AID 485270; in the data active = inhibition mostly above about 38%, no sharp cut-off; inactive = mostly below about 40%;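 note: 0% = agonist challenge alone and 100% = reference antagonist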
# Target sequence (O43613 whole entry, looked up): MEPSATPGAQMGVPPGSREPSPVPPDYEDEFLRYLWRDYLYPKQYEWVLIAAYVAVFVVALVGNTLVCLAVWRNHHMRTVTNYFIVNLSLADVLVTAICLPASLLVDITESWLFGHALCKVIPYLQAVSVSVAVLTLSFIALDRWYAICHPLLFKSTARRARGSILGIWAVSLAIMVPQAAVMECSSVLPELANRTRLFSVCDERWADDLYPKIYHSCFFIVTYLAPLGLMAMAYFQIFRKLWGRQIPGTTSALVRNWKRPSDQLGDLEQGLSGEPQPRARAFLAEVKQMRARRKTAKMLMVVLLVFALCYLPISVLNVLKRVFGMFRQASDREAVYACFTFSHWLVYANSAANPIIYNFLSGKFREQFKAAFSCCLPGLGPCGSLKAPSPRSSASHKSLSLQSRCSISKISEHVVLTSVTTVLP
# OX1R antag-2: antagonists of human orexin 1 receptor | O43613 | CHO/OX1R cells, Fluo-8 calcium fluorescence, orexin A | inhibition, % at 5 µM | 0.43% of 330,000 active | AID 434989;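 active = inhibition above its plate's threshold, mean inhibition of all tested compounds on the plate plus 3 SD, cut at about 37% in these data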;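 note: 0% = orexin A challenge wells and 100% = SB-334867-A antagonist wells; not every result past the cut was called active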
# Numbers without * were called inactive; & = joins results of further samples.
SMILES,OX1R antag-1,OX1R antag-2
Nn1cnnc1SCC(=O)N1CCc2ccccc2C1,0,-11
Oc1cccc(C2c3[nH]c4ccccc4c3CCN2Cc2ccc3c(c2)CCO3)c1 (configuration not stated),9,-15
O=C(Nc1nnc(C(F)(F)F)s1)c1cccnc1,12,3
CC[N+](CC)(CC)CCC(O)(c1ccccc1)C1CCCCC1 (configuration not stated),14,2
CCOc1ccc2c(c1)N(C(=O)CN1C(=O)CCC1=O)C(C)(C)C=C2C,11,-11
O=S(=O)(NCCSCc1ccc(Cl)c(Cl)c1)c1ccc2c(c1)OCCO2,34,-5
C/C=C/c1c(F)c(F)c(Oc2ccc(C(=O)O)cc2)c(F)c1F,21,-6
O=C(Nc1sc2c(c1C(=O)O)CCCCC2)c1cccnc1,18,-3
COc1cc(SC)ccc1C(=O)NCCCOC(C)C,7,-18
O=C(CC1C(=O)NCCN1Cc1cccc(Oc2ccccc2)c1)NCC1CCOCC1 (configuration not stated),0,-17
COc1cc(NCc2ccccc2)c2ncn(C(C)C)c2c1,13,-16
CC(C)CCc1noc(CN(CC2CCC2)CC2CCCO2)n1 (configuration not stated),20,-3
COc1cccc(-n2nnnc2SCC(=O)Nc2ccc(C(C)=O)cc2)c1,9,-21
CCN(Cc1cc2cc(OC)ccc2[nH]c1=O)C(=O)c1ccncc1,11,8
COc1ccc(C(=O)O/N=C/c2ccc(S(=O)c3ccc(Cl)cc3)nc2)cc1 (configuration not stated),8,0
CCN(CC)N=Nc1cccc(NC(C)=O)c1,14,-11
Cn1c(=O)c(C(=O)COC(=O)c2cc(-c3ccco3)nc3ccccc23)c(N)n(CC2CC2)c1=O,69*,37
C=CCNC(=O)COC(=O)/C=C/c1cccs1,13,2
CC1CCCCN1C(=O)/C=C/c1ccccc1[N+](=O)[O-] (configuration not stated),23,-13
CCCCCOc1ccc(C(=O)CCC(=O)Nc2ccc(NC(C)=O)cc2)cc1,-1,-11
Cc1cccc2sc(NC(=O)c3ccc(OCC4CCCO4)cc3)nc12 (configuration not stated),40,-23
Cc1cc(C(=O)Nc2ccc(F)cc2C)cs1,15,-25
O=C(NCC1CC1)c1onc(CSc2ccc(F)c(F)c2)c1C(=O)NCC1CC1,26,-14
CCOC(=O)c1cc(S(=O)(=O)N2CCc3ccccc32)cn1C,6,-7
COc1ccc2cc(CCNC(=O)CCc3ccccc3)c(=O)[nH]c2c1,16,-20
O=C(COC(=O)Cn1cnc2ccccc2c1=O)Nc1ccccc1OC(F)F,6,-10
C/C(=N\NC(=O)c1ccc(Cl)cc1)c1ccc(Br)s1,13,-24
Cc1occc1-c1nnc(SCC(=O)Nc2ccccc2)n1C(C)c1ccccc1 (configuration not stated),42,6
COC(=O)c1cc(C(=O)c2ccc(Cl)cc2)n2c(=O)/c(=C\N(C)C)sc12,8,-15
COC(=O)c1ccccc1NC(=O)C(C)NS(=O)(=O)c1ccc(OC)cc1 (configuration not stated),23,-21
O=C(CSc1oc(-c2ccco2)nc1S(=O)(=O)c1ccc(F)cc1)NCC1CCCO1 (configuration not stated),-6,-5
CCOc1ccc(NC(=O)c2ccco2)cc1,7,10
CN(C)C(=O)N1CCN(C(=O)c2ccco2)CC1,7,2
CC(=O)NC(c1ccccc1)c1cccnc1 (configuration not stated),6,-14
COc1cccc(-c2nn(-c3ccccc3)cc2C(=O)NCC(=O)O)c1,9,-5
COc1cccc(CNC(=O)Cc2ccc(-c3ccccc3)cc2)c1,8,-17
Cc1noc(C)c1NC(=O)N(C)C[C@H]1Oc2c(NC(=O)Nc3ccc4c(c3)OCO4)cccc2C(=O)N([C@H](C)CO)C[C@@H]1C,7,-5
c1cncc(-c2nc(NCc3cccs3)c3ccccc3n2)c1,21,-28
Cc1ccc([C@@H]2C[C@H]3CN(Cc4cccc(Cl)c4)C(=O)[C@]34CCCN24)o1,7,-33
Cn1c(=O)c2c(nc(NCCCO)n2Cc2cccc(Br)c2)n(C)c1=O,6,-8
COc1ccc(C(CC(=O)NCc2ccccc2)C(C)C)cc1 (configuration not stated),5,-8
CC(=O)Nc1ccc(C(=O)NNC(=O)c2cc([N+](=O)[O-])cc([N+](=O)[O-])c2)cc1,80*,-3
Nn1c(SCc2nc3ccccc3[nH]2)nnc1C1CCCCC1,8,-27
C=CCNC(=S)N1CC2(C)CN(C(=S)NCC=C)CC(C)(C1)C2=O,12,2
CCc1ccc(-c2nc(CN3CCC(C(=O)NCc4ccco4)CC3)c(C)o2)cc1,4,-22
Cc1cccc2cc3c(nc12)-c1ccccc1C3=O,-3,-24
O=C(COC(=O)c1ccccc1C(=O)N1CCN(c2ccc(F)cc2)CC1)NCc1ccccc1,35,-21
O=C(N/N=C1\C(=O)c2cccc3cccc1c23)c1ccc(O)cc1,52,-15
CC(=O)Nc1ccc(S(=O)(=O)N2CCC(NC(=O)C(Cc3cccn3C)NC(C)=O)CC2)cc1 (configuration not stated),4,-13
Cc1nnnn1/C(=C\c1ccccc1)C(=O)OCC(=O)Nc1ccc(Cl)cc1F,38,2
Cc1cc2c(c(=O)n1CC1CCCO1)C(c1ccco1)C(C#N)=C(N)O2 (configuration not stated),5,-5
COc1ccc(/C=C2\CCCC(C(=O)C(F)(F)F)=C2O)cc1,18,-15
COc1ccc(N2CCN(C(=O)c3cccc(F)c3)CC2)c([N+](=O)[O-])c1,7,-9
COc1ccc(Cc2nnc(N/N=C/c3ccc(O)cc3O)[nH]c2=O)cc1OC,8,-26
Cc1nc2c(oc3ccccc32)c(=O)o1,9,-2
COc1ccc(CC(=O)Nc2ccc3c(c2)CCC3)cc1OC,53,14
O=C(Cc1ccccc1)NCC(=O)N1CCCC1,21,-5
COc1ccc(C(=O)Nc2ccc3c(c2)nc(CCNC(=O)c2ccco2)n3C)cc1,8,-4
COc1ccccc1OCC(=O)/C=C1/N(C)c2ccccc2C1(C)C,15,-24
O=C(O)CSc1cccc2cccnc12,18&-5,0&-12
# The listing continues:
SMILES,OX1R antag-1,OX1R antag-2
O=C(COC(=O)c1n[nH]c2ccccc12)NC1CCCCC1,6,-8
O=C(Cc1ccc(Cl)cc1)OCC(=O)N1CCCCCC1,14,-4
O=CN1CCN(c2c([N+](=O)[O-])c(=O)oc3ccccc23)CC1,-6,-23
CC(C(=O)NCC1CCCCC1)N1CCN(S(=O)(=O)c2ccccc2F)CC1 (configuration not stated),22,-24
CCN(CC(=O)Nc1cccc(OC)c1)C(=O)C1CCN(C(=O)Nc2ccccc2)CC1,6,-17
CC(=O)N1CCC(N(CCN2CCOCC2)C(=S)Nc2ccc(C)cc2)CC1,0,-12
O=C(NC1(C(F)(F)F)NC(=O)N(CC2CCCCC2)C1=O)c1ccco1 (configuration not stated),2,-15
Cc1ccccc1OCC(O)Cn1c(SC(C)C)nc2c1c(=O)[nH]c(=O)n2C (configuration not stated),9,-21
CC(C)(C)NCCOc1ccc(Br)cc1,32,4
CCCCOCCCNC(=O)c1ccccc1OCC,15,-11
COc1ccc(NC(C)=O)cc1NC(=O)CN1CCN(CC(=O)Nc2ccc(Cl)cc2)CC1,20,-13
CCOC(=O)c1cccc(NC(=O)CN2C(=O)C3C4C=CC(C4)C3C2=O)c1 (configuration not stated),20,-22
Cc1cccc(OCC(=O)Nc2ccc3c4c(cccc24)CC3)c1C,14,8
CC1CC(C)CN(C(=O)COC(=O)CNC(=O)C23CC4CC(CC(C4)C2)C3)C1 (configuration not stated),7,3
COCCn1c(N)c(N(Cc2ccccc2)C(=O)COc2ccccc2F)c(=O)[nH]c1=O,2,-14
Cc1cc(=O)[nH]c(SCCOc2ccc3c(c2)CCC3)n1,0,12
Cc1ccc(NC(=O)CN2C(=O)S/C(=C\C(=O)Nc3ccc(Cl)cc3)C2=O)cc1,9,-3
COc1ccc(C2SCC(=O)N2C)cc1 (configuration not stated),12,-7
CCc1nnc(NS(=O)(=O)c2ccc(NC(=S)NC(=O)c3ccc(Br)cc3)cc2)s1,15,-6
O=C(c1cc(Sc2cccc(Cl)c2)nc2ccccc12)N1CCN(c2ccccn2)CC1,14,-20

# An excerpt of these results, with values ahead of the structure.
OX1R antag-1 | OX1R antag-2 | SMILES
2 | -15 | O=C(NC1(C(F)(F)F)NC(=O)N(CC2CCCCC2)C1=O)c1ccco1 (configuration not stated)
9 | -21 | Cc1ccccc1OCC(O)Cn1c(SC(C)C)nc2c1c(=O)[nH]c(=O)n2C (configuration not stated)
32 | 4 | CC(C)(C)NCCOc1ccc(Br)cc1
15 | -11 | CCCCOCCCNC(=O)c1ccccc1OCC
20 | -13 | COc1ccc(NC(C)=O)cc1NC(=O)CN1CCN(CC(=O)Nc2ccc(Cl)cc2)CC1

# Other compounds.
SMILES,OX1R antag-1,OX1R antag-2
O=C(NCC1CCCCC1)c1cc(S(=O)(=O)N2CCOCC2)ccc1F,7,-28
Cc1cc(C)c2c(n1)sc1c(=O)n(-c3ccccc3)c(=O)[nH]c12,17,-35
O=C(Nc1cnn(C23CC4CC(CC(C4)C2)C3)c1)c1cnn2c(C(F)(F)F)cc(-c3ccco3)nc12,8,-18
COc1ccc(C2C(C(=O)Nc3ccc4c(c3)OCCO4)c3ccccc3C(=O)N2C)cc1 (configuration not stated),9,-20
Cc1nnc(NC(=O)CSc2nc3c(c(=O)n2C)SC(C)C3)s1 (configuration not stated),3,-14
CCOc1ccc(-n2c(=O)[nH]c3sc4c(c3c2=O)CCCC4)cc1,18,-24
Cc1ccc(C2CC(=O)Oc3cc(O)ccc32)cc1 (configuration not stated),19,-3
COCCN(C(=S)Nc1cc(C)cc(C)c1)C(C)c1cccnc1 (configuration not stated),5,-23
Cc1ccc(C(=O)NC(=S)N(C)C2CCCCC2)cc1,9,-22
CCOc1ccccc1CNC(=O)C1CCC(=O)N1C(C)C (configuration not stated),5,15
C#CCOCCOCCOCCNc1nc(N2CCN(C(=O)[C@H]([C@@H](C)CC)n3cc([C@@H](N)CC(C)C)nn3)CC2)nc(N2CCN(C(=O)[C@H](Cc3cc4ccccc4[nH]3)n3cc([C@@H](N)Cc4ccc(O)cc4)nn3)CC2)n1,13,7
Cc1ccc(NC(=O)c2nc[nH]c2C(=O)N[C@@H](CCCCNC(=O)OC(C)(C)C)C(=O)OC(C)(C)C)cc1,33,-33
O=C(CN1C(=O)/C(=C\c2cccc(Cl)c2)Oc2ccccc21)N1CCN(c2ccccn2)CC1,45,-23
COC(=O)C1=C(N)OC2=C(C(=O)CC(C)(C)C2)C1c1ccccc1OC (configuration not stated),-5,-11
Cc1cc(C(=O)Nc2c(C)nn(Cc3ccc(Cl)cc3)c2C)no1,20,-16
CCn1c(=O)c([N+](=O)[O-])c(NCC2CCCO2)c2ccccc21 (configuration not stated),12,-17
O=C(c1ccccc1)C(CCC(CN1CCOCC1)C(=O)c1ccccc1)CN1CCOCC1 (configuration not stated),-1,-31
CCOC(=O)c1c(NC(=O)c2ccno2)c2cc([N+](=O)[O-])ccc2n1C,5,-16
Cc1cc(C)n(-c2ccc(C(=O)OCC(=O)Nc3ccc([N+](=O)[O-])cc3)cc2)n1,24,1
CC(OC(=O)CN1C(=O)C2C3C=CC(C4CC34)C2C1=O)C(=O)c1ccccc1 (configuration not stated),4,-14
CCOc1ccccc1NC(=O)CCC(=O)Nc1ccc2nc(N3CCN(C)CC3)cc(C)c2c1,21,-4
O=C(CSc1nc2ccccc2c(=O)n1-c1ccc(OC(F)F)cc1)NC1CC1,15,-33
c1ccc(CN=C2NN=C(c3ccccc3)CS2)cc1,10,-18
CCOC(=O)COc1ccc(C(=O)CC)cc1OC,12,-7
Cc1nc2ccccc2c(=O)n1NC(=O)c1ccc(Cl)cc1,-4,-14
CC(=O)Nc1ccc(S(=O)(=O)N2CCN(Cc3cccnc3)CC2)cc1,31,-2
CC(C)(OC(=O)c1ccc(F)cc1)c1cc2ccccc2c(=O)o1,10,-6
COc1ccccc1C(=O)N1N=C(c2ccc(NS(C)(=O)=O)cc2)CC1c1cccs1 (configuration not stated),6,-44
O=C(c1cccc(S(=O)(=O)N2CCc3ccccc32)c1)N1CCc2ccccc2C1,11,-4
COc1ccc(OC)c2[nH]c(C(=O)N/N=C/c3ccccc3O)cc12,17,-19
CCOc1ccc2[nH]c(=O)c(CN(CCO)C(=O)c3ccccc3F)cc2c1,16,-19
O=C1CCc2cc(S(=O)(=O)NC(C(=O)N3CCN(c4ccccn4)CC3)c3ccccc3)ccc2N1 (configuration not stated),8,-18
O=[N+]([O-])c1ccc(N2CCN(S(=O)(=O)c3ccccc3[N+](=O)[O-])CC2)cc1NCc1cccnc1,21,-15
O=C(C1CCCCC1)N(Cc1nc2sc3c(c2c(=O)[nH]1)CCCC3)Cc1cccs1,4,-23
CCN(CC)CCC(=O)c1ccc(F)cc1,4,5
CCOC(=O)CCCNC(=O)COC(=O)/C=C/c1ccc2c(c1)OCO2,7,1
O=C(C1CC(=O)N(C2CCCCC2)C1)N1CCc2ccccc21 (configuration not stated),15,-27
COc1ccc(OC)c(-c2csc(NC(=O)c3ccc(F)cc3)n2)c1,8,-34
CCc1ccc(CN(C)C(=O)CCc2nc3ccccc3n(-c3ccc(OC)cc3)c2=O)cc1,-2,-8

# A second format for 4 compounds above.
CCN(CC)CCC(=O)c1ccc(F)cc1
  OX1R antag-1 = 4
  OX1R antag-2 = 5
CC(C)(OC(=O)c1ccc(F)cc1)c1cc2ccccc2c(=O)o1
  OX1R antag-1 = 10
  OX1R antag-2 = -6
CCc1ccc(CN(C)C(=O)CCc2nc3ccccc3n(-c3ccc(OC)cc3)c2=O)cc1
  OX1R antag-1 = -2
  OX1R antag-2 = -8
O=C(CSc1nc2ccccc2c(=O)n1-c1ccc(OC(F)F)cc1)NC1CC1
  OX1R antag-1 = 15
  OX1R antag-2 = -33
